ASAP1 inh – blocks human ASAP1-stimulated Arf1 GTP hydrolysis; Q9ULH1; GDP FP detection; inhibition, % at 16.5 µM; 360,000 compounds, 0.19% hits; in the data active means inhibition above about 25%;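 further: 0% = vehicle with enzyme and substrate and 100% = no enzyme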
Target sequence (Q9ULH1 325-724 limits assumed): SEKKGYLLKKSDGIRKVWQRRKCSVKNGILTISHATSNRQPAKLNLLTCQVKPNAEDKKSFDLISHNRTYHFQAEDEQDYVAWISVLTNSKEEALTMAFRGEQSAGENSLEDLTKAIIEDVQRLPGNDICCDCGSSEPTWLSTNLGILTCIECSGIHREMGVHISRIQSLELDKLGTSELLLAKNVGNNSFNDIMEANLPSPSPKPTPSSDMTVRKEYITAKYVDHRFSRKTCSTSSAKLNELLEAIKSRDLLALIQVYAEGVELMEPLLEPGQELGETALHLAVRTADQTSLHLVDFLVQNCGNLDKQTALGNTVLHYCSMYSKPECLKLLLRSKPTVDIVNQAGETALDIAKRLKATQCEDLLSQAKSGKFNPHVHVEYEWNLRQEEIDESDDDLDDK
sPLA2-III inh – Blocks human group III sPLA2 activity; Q9NZ20; QFRET BODIPY PC-A2 liposome hydrolysis, fluorescence; inhibition, % at 12.2 µM; 370,000 compounds, 0.56% hits; AID 743126;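 active means inhibition above mean plus 3 SD of compounds lying within the high and low control bounds, cut at about 19% in these data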;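 further: 0% = median of test compound wells and 100% = no enzyme DMSO wells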
PLC-gamma1 inh – inhibitors of human phospholipase C gamma1 | AID 720700 | 370,000 compounds, 0.84% hits | P19174 | inhibition, % at 12.2 µM | purified PLC-gamma1, fluorogenic substrate, fluorescence; in the data active means inhibition above about 9.5%
Tn6 DDE FP – disrupts Tn6 cyclic peptide binding to fibrin D-Dimer-E complex; P02675; Fibrin DD(E) TRITC-Tn6 fluorescence polarization displacement; inhibition, % at 8.3 µM; 370,000 compounds, 0.21% hits; AID 720509;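 active means inhibition above a per-campaign cutoff: mean of compounds within control limits plus 3 SD, cut at about 15% in these data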;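 further: 0% = median of all compound wells on the plate and 100% = blocking peptide control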
Rev-erbA mod – modulators of human Rev-erb alpha DNA binding. activity, % at 10 µM. P20393. Rev-erbα–FITC-DNA binding, fluorescence polarization, 90 min. 370,000 compounds, 0.79% hits. AID 1259318;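 active means activity above about 14%, limit read from the data; passing the limit was not always enough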;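 further: 0% = DMSO wells with 35 nM protein and 100% = DMSO wells with 750 nM protein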
proKLK7 act – activators of human kallikrein-7 zymogen | P49862 | purified proKLK7, EDANS-DABCYL substrate fluorescence; 100% is mature enzyme control, 0% vehicle | activation, % at 7 µM | 370,000 compounds, 0.9% hits | AID 652039;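 active means activation above the mean of all tested compounds plus 3 SD, computed per campaign excluding outliers beyond control limits, cut at about 13% in these data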
Target sequence (P49862 whole entry, looked up): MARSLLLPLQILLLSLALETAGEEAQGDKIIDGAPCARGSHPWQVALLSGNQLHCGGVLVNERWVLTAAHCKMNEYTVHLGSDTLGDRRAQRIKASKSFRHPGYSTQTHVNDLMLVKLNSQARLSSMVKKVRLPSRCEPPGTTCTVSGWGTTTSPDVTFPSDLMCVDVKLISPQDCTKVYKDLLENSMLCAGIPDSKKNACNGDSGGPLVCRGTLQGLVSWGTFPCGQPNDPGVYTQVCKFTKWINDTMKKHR
PLC-beta3 inh – PLC-beta3 (human) inhibition, primary screen. Q01970. Purified PLC-beta3, fluorogenic substrate, fluorescence. inhibition, % at 12.2 µM. 370,000 compounds, 0.18% hits. AID 720704; in the data active means inhibition above about 11%;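 further: 0% = median of compound wells on plate and 100% = full blocker control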
ARFGAP1 inhibitor – rat ARFGAP1 inhibition | Q62848 | Arfgap1-stimulated ARF1 GTP hydrolysis, GDP FP detection | inhibition, % at 16.5 µM | 360,000 compounds, 0.26% hits;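 active means inhibition above a per-plate limit, mean inhibition of low control wells plus 3 SD, cut at about 25% in these data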;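 further: 0% = DMSO wells with enzyme and 100% = wells lacking Arfgap1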
Target sequence (Q62848 1-136 limits assumed): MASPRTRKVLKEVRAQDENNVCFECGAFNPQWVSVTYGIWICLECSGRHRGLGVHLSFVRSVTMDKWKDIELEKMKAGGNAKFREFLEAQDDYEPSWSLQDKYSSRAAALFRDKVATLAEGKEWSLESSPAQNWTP
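System: truncated rat Arfgap1 GAP domain / Medium: HEPES-based buffer, pH 7.5 / Also added: N-terminally truncated human ARF1-GTP substrate / Incubation: enzyme reaction 120 min at 25 °C after 20 min preincubation / Measured by: FP of antibody-bound GDP Alexa 633 tracer, ex 620/em 688 nm / Replicates: singlicate, each compound tested once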
UHRF1 MBD2 ctr – UHRF1 methyl-DNA binding inhibition; Q96T88; UHRF1 binding to methylated oligo, TR-FRET; inhibition, % at 4.4 µM; 370,000 compounds, 0.75% hits; in the data active means inhibition above about 21%;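 further: UHRF1 SRA domain binding a hemimethylated CpG hairpin DNA probe; 0% = median of test compound wells and 100% = reference inhibitor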
Tn7 DDE FP – DD(E)-Tn7 binding inhibition, primary FP screen; AID 720508; inhibition, % at 8.3 µM; 370,000 compounds, 0.13% hits; FP displacement of FITC-Tn7 peptide from fibrin DD(E); 0% = median of compound wells per plate; P02675;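 active means inhibition above the mean of compounds falling within the control limits plus 3 SD of them, cut at about 14% in these data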;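 further: 0% = plate median of compound wells and 100% = 10 µM Aha-Tn7 peptide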
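System: human fibrin DD(E); quantity: Fibrin-DD(E) at 2 µM final; also added: fluorescent Tn7 probe at 0.1 µM; compound dosing: single nominal test concentration of 8.3 µM per compound; schedule: 10 min preincubation, 3 h with tracer, room temperature; detection: fluorescence polarization of the labelled Tn7 tracer; repeats: one replicate per compound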
* hit, by the source's call; i = inactive.

SMILES	ASAP1 inh	sPLA2-III inh	PLC-gamma1 inh	Tn6 DDE FP	Rev-erbA mod	proKLK7 act	PLC-beta3 inh	ARFGAP1 inhibitor	UHRF1 MBD2 ctr	Tn7 DDE FP
COC(=O)CCCN1C(=O)NC(c2ccc(-c3ccccc3)cc2)C(C(=O)OCc2ccccc2)=C1C (stereo not drawn)	10	-2	0	9	2	0.5	-4	-12	-2	-3
Cc1ccccc1NC(=O)C1CC(=O)N(Cc2ccccc2)C1 (stereo not drawn)	10	-1	1	-1	3	-0.8	3	1	-1	-2
O=C(NC1CCC(O)CC1)c1ccc(S(=O)(=O)NCc2ccco2)cc1 (stereo not drawn)	9	1	-4	-8	6	-0.2	2	5	0	-11
CCN(CC)c1ccc(/C=N/NC(=O)c2cccc(S(=O)(=O)Nc3ccccc3OC)c2)c(O)c1	4	14	i	-3	0	-27	i	6	-1	0
CN(C)C(CNC(=O)C1CCN(S(=O)(=O)c2cccc(C(F)(F)F)c2)CC1)c1ccccc1 (stereo not drawn)	8	-14	2	-1	3	-0.6	-6	-1	-1	-5
O=C(CSc1nc(-c2ccccc2F)nc2nc[nH]c12)Nc1c(Cl)cc(Cl)cc1Cl	0	-8	-7	2	38*	-0.3	-11	3	-1	-4
O=C(Nc1cc(Cl)ccc1-n1cncn1)c1ccc([N+](=O)[O-])o1	-2	15	-8	-3	-2	-0.5	-18	3	0	4
CCOC(=O)Cc1csc(NC(=O)CC(C)(C)CC(=O)O)n1	-6	-6	1	1	0	-0.1	-6	3	0	1
N#Cc1cccc(NC(=O)CSc2nnc(-c3n[nH]c4ccccc34)o2)c1	-5	-2	-2	-7	-5	0.3	-6	6	3	-1
CCCS(=O)(=O)N1CCN(c2cc3c(cc2[N+](=O)[O-])n(C)c(=O)n3C)CC1	10	3	0	8	-1	-0.1	3	14	-10	-3
Nc1cc(Cl)ccc1N1CCCCC1	-14	2	2	-1	12	0.2	-5	-7	0	-4
COc1ccc(C(=S)N2CCOCC2)cc1OC(=O)c1ccc(C)cc1	-1	1	0	4	5	0.5	-2	1	1	-3
CNS(=O)(=O)c1cccc(C(=O)NCC(C)(C)N2CCCCC2)c1	-2	0	4	-5	7	0.7	1	-3	-1	-5
O=C(CCC(=O)c1ccc(F)cc1)OC1CCOC1=O (stereo not drawn)	4	10	-7	-3	1	0.0	5	10	4	-4
COc1cccc(/C=N/NC(N)=S)c1OS(=O)(=O)c1ccccc1	-7	14	-1	-3	6	0.2	0	5	-2	-1
COCCN1Cc2c(sc(C)c2C)N(C(=O)c2ccccc2)C1	3	10	-46	-9	4	2.0	-49	0	2	1
Cc1ccc(NC(=O)CSc2nccn2C)cc1S(=O)(=O)N1CCOCC1	6	-4	3	5	-5	0.5	-1	2	-3	-7
Cn1c(=O)c(C(=O)NC2CCCCCC2)c(O)c2ccccc21	11	5	0	-3	12	0.3	-2	2	0	2
CCC(CO)Oc1cc(NC(=O)c2cccc(C)c2)c2ncn(C(C)C)c2c1 (stereo not drawn)	16	-6	1	2	-4	0.1	-2	1	10	-1
NS(=O)(=O)c1ccc(CCNC(=O)CN2CCCCCC2)cc1	-1	-3	-1	-5	4	0.3	-6	-8	-3	4
Cc1cc(N/C=C2\CCCCC2=O)no1	-5	1	0	-2	1	-0.3	-2	14	0	-5
CCCn1nnc(NC(=O)COc2ccc(C3CCCCC3)cc2)n1	9	-17	2	-7	0	0.3	4	-10	1	4
COc1ccc2[nH]c(C(=O)N/N=C/c3ccccc3OC)cc2c1	14	0	-204	-14	-2	0.1	-277	12	2	-1
CC(C)C(NC(=O)c1ccc(Cl)cc1)C(=O)O (stereo not drawn)	3	4	-2	4	-4	-0.7	0	-5	4	4
CC(CCc1ccccc1)NC(=O)c1ccncc1 (stereo not drawn)	-8	5	6	2	-2	-0.7	3	3	1	0

The results go on:
SMILES	ASAP1 inh	sPLA2-III inh	PLC-gamma1 inh	Tn6 DDE FP	Rev-erbA mod	proKLK7 act	PLC-beta3 inh	ARFGAP1 inhibitor	UHRF1 MBD2 ctr	Tn7 DDE FP
CCOC(=O)c1ccccc1NC(=O)[C@@H]1CCCN1C(=O)OC(C)(C)C	14	-1	3	2	6	0.1	-4	10	0	-10
CCn1nc(C)c(NC(=O)CCSc2nc(-c3ccco3)cc(C(F)(F)F)n2)c1C	-3	-5	-1	-5	3	0.2	2	4	2	0
O=[N+]([O-])c1cc(-c2nnc(Nc3ccccc3)c3ccccc23)ccc1N1CCOCC1	12	2	5	0	4	0.3	0	7	3	-1
CCc1cc2c(=O)n(Cc3ccco3)c(SCC(=O)N(C)C3CCS(=O)(=O)C3)nc2s1 (stereo not drawn)	-2	-7	-1	-1	-1	-0.1	-9	7	0	-1
C/C(=N\NC(=O)c1ccco1)c1ccc(NC(=O)c2cccs2)cc1	3	15	6	-10	0	-0.1	-5	-9	4	1
CCOC(=O)N1CCN(C(=O)CCS(=O)(=O)c2ccc(Br)s2)CC1	-8	-7	3	4	-4	0.1	4	-7	-1	-3
CSCCC(NC(=O)c1ccc(Cl)cc1Cl)C(=O)N1CCN(C(=O)c2ccccc2)CC1 (stereo not drawn)	14	12	11*	-4	4	-0.3	-11	4	4	-2
O=C(O)c1cccc(NC(=O)c2ccc3c(c2)C(=O)N(C2CCCCC2)C3=O)c1	2	-2	4	1	1	0.2	0	8	-2	8
O=C(Nc1ccc(F)cc1)Nn1cnnc1	7	0	-3	2	4	0.1	0	20	0	3
CCCc1cc(-c2n[nH]c(=S)n2CC(C)C)cs1	3	16	-2	-3	3	-0.7	-2	-2	7	-2
O=C(NC1CC1)c1ccc2c(c1)N(Cc1ccccc1)CCS2	10	-4	i	-7	7	-5.7	i	-8	-1	-3
O=C(NCCc1ccccc1)c1ccc2c(=O)[nH]c3c(C(=O)NCC4CCCO4)sc(=S)n3c2c1 (stereo not drawn)	2	-7	-14	-22	11	0.2	-30	5	-6	-2
CC1CCC(n2c(=S)[nH]c3ccccc3c2=O)CC1 (stereo not drawn)	13	13	3	5	10	-0.9	4	-4	-4	4
COc1cc2c(cc1O)[C@@H]1Cc3cc(O)c(OC)cc3[C@H](C2)N1C	12	-5	6	-2	1	-0.1	5	-4	-1	-1
O=C(Nc1cnccn1)Nc1cccc(Cl)c1Cl	-2	-1	0	-1	4	0.0	-2	-2	0	2
Cc1nnsc1C(=O)Nc1ccc(S(=O)(=O)N2CCCCC2)cc1	-2	-6	3	-2	-4	-0.5	-4	2	2	2
CCN(CC(=O)Nc1cccc(OC)c1)C(=O)c1cnc(Cl)c(Cl)c1	-3	0	1	5	3	0.2	-7	-2	-1	-2
COCC(=O)N(C)C[C@@H]1Oc2ncc(Br)cc2C(=O)N([C@@H](C)CO)C[C@H]1C	-9	9	-1	-2	-1	1.0	-1	-14	2	5
Cn1c(=O)c2[nH]c(Cc3ccsc3)nc2n(C)c1=O	9	3	-7	2	-2	-1.7	-15	4	1	2
CC(=O)c1ccc(OCCNS(=O)(=O)c2ccc(-n3cnnn3)c(C)c2)cc1	4	-4	3	2	1	0.0	-2	-1	6	1
O=C(NCc1cccnc1)c1cccc(S(=O)(=O)N2CCOCC2)c1	11	-1	0	-1	-4	-0.7	-1	12	0	4
CC(C)[C@H](NC(=O)OCc1ccccc1)C(=O)OCC(=O)N1CCN(c2ccccc2)CC1	5	-7	-1	-2	-1	0.2	-6	-3	2	-5
COCCCNC(=O)C1c2ccccc2Oc2ccccc21	16	7	1	-6	-2	-1.1	-1	10	2	-1
COc1cc(O)c2c(=O)c3c(O)ccc(O)c3oc2c1	13	22*	6	-16	-6	11	7	7	-9	2
Cc1cc(C)n2c(SCC(=O)NCc3ccco3)nnc2n1	-6	5	-1	6	-1	0.1	-2	10	2	0
CC(NC(=O)c1ccccc1OC(F)F)c1ccc(-n2ccnc2)cc1 (stereo not drawn)	0	3	-3	-7	8	0.4	-13	-16	0	-10
COC(=O)c1ccc(C(=O)OC)c(NC(=S)N2CCOCC2)c1	9	-2	-271	7	-6	8.5	-369	5	1	4
COc1ccc(Cl)cc1N(CC(=O)NCCSc1ccccn1)S(=O)(=O)c1ccccc1	20	-15	-1	9	-1	0.2	-8	-3	0	-1

Seven entries drawn at random from those above, as already listed:
SMILES	ASAP1 inh	sPLA2-III inh	PLC-gamma1 inh	Tn6 DDE FP	Rev-erbA mod	proKLK7 act	PLC-beta3 inh	ARFGAP1 inhibitor	UHRF1 MBD2 ctr	Tn7 DDE FP
CCc1cc2c(=O)n(Cc3ccco3)c(SCC(=O)N(C)C3CCS(=O)(=O)C3)nc2s1 (stereo not drawn)	-2	-7	-1	-1	-1	-0.1	-9	7	0	-1
COc1cc2c(cc1O)[C@@H]1Cc3cc(O)c(OC)cc3[C@H](C2)N1C	12	-5	6	-2	1	-0.1	5	-4	-1	-1
COC(=O)c1ccc(C(=O)OC)c(NC(=S)N2CCOCC2)c1	9	-2	-271	7	-6	8.5	-369	5	1	4
C/C(=N\NC(=O)c1ccco1)c1ccc(NC(=O)c2cccs2)cc1	3	15	6	-10	0	-0.1	-5	-9	4	1
O=C(NC1CC1)c1ccc2c(c1)N(Cc1ccccc1)CCS2	10	-4	i	-7	7	-5.7	i	-8	-1	-3
Cn1c(=O)c2[nH]c(Cc3ccsc3)nc2n(C)c1=O	9	3	-7	2	-2	-1.7	-15	4	1	2
Cc1cc(C)n2c(SCC(=O)NCc3ccco3)nnc2n1	-6	5	-1	6	-1	0.1	-2	10	2	0

Screens as filed in PubChem.
